Screens from PubChem.
GLP1R inv ag – acts as inverse agonist at human GLP-1 receptor; HEK293 GLP-1R CRE-luciferase, luminescence, 24 h; GLP-1R form is constitutively active; 1.6% of 410,000 active; P43220; Potency, µM (top dose mostly 38.3 µM), for inactives: at the top dose activity change, negative = inhibition, hits mostly inhibitors; also: potency is read from the fitted curve at half-maximal effect; % is scaled to controls: 0 for no effect and ±100 for the full control effect; nearly all actives have a fitted effect of over 55% in size
Target sequence (P43220 whole entry, looked up): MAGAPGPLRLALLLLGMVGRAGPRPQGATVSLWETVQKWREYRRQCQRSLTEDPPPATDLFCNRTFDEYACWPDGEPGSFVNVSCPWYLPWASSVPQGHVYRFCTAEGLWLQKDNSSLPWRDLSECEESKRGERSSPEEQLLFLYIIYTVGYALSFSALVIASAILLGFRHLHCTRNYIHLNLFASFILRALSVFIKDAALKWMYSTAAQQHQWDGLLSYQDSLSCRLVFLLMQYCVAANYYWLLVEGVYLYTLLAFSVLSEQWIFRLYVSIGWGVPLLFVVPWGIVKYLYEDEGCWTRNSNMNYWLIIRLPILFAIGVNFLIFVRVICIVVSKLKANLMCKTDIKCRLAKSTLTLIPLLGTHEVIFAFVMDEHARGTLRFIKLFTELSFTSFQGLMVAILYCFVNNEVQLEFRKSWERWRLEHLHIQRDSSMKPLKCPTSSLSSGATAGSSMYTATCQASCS
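Seeding at 200 cells/uL, 12 h culture, 24 hr compound treatment, then luciferase reagent and a luminescence read; cells are HEK293 stably expressing a constitutively active GLP-1R plus cAMP-responsive luciferase.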
HEK293 tox – cytotoxicity in counter-screen for GLP-1R inverse agonists; Potency, µM (doses to about 38.3 µM), without a hit: at the top dose activity change, negative = inhibition, hits mostly inhibitors; 0.13% of 410,000 active; HEK293 cAMP-luciferase reporter cells, luminescence, 24 h;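 also: loss of luciferase light is scored as toxicity; potency is read from the fitted curve at half-maximal effect; % is scaled to controls: 0 for no effect and ±100 for the full control effect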
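Compound-treated cells are incubated 24 hr at 37 deg C under 5% CO2 after a 12 hour attachment period, then luciferase detection reagent is added and luminescence is measured following 12 min at room temperature; lowered signal indicates toxicity.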
PTHR1 agonist – agonists of human PTHR1 parathyroid hormone receptor; Q03431; HEK293 GP2 PTHR1 cells, GloSensor cAMP luminescence, 1 h; Potency, µM (titrated, usually from 115 µM), for inactives: top-dose activation, actives largely listed as activators; 0.075% of 410,000 active; also: potency is read from the fitted curve at half-maximal effect; nearly all actives have a fitted effect of over 55% in size; some results filed as inactive show a strong effect at the top dose; inactives centre near -15; many of its hits are not listed in these tables
Target sequence (Q03431 whole entry, looked up): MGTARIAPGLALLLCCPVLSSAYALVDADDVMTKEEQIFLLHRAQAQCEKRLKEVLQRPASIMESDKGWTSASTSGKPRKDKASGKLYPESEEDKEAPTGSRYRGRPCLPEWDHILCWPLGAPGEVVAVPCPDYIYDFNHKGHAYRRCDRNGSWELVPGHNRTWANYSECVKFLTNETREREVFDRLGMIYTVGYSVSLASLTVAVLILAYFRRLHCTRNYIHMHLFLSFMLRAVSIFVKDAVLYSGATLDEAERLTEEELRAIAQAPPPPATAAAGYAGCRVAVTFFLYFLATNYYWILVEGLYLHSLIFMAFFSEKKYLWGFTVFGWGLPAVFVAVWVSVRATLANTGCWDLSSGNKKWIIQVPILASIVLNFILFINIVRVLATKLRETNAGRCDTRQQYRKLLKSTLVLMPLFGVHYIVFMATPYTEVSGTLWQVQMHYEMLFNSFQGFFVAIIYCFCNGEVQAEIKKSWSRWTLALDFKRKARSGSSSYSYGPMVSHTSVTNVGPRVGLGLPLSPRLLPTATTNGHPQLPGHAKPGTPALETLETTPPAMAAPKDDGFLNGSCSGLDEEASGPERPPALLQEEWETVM
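HEK-293-derived GP2 cells expressing PTHR1 and a GloSensor cAMP reporter, 3,000/well, plated overnight, given luciferin plus IBMX (each 0.5 mM as added) for 1 h at 37 °C, then compound for 1 h at 37 °C. Luminescence was read after 15 min at room temperature.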
FUS suppressor – rescues growth of FUS-expressing yeast | 0.24% of 390,000 active | Potency, µM (series often up to 76.6 µM), for inactives: at the highest dose growth rescue (activation), most hits filed as activators | S. cerevisiae FUS-expressing, growth rescue, OD600, 24 h;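 also: potency is read from the fitted curve at half-maximal effect; plate controls were DMSO vehicle for no effect and reference control for full effect; nearly all actives have a fitted effect of over 55% in size; some results filed as inactive show a strong effect at the top dose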
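Toxicity suppression screen in FUS-yeast. Cells induced with 2% galactose, starting OD 0.005, treated 24hr at 30C with compounds at multiple final concentrations; growth by OD600.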
aSyn rescue – rescues yeast growth from alpha-synuclein toxicity; Yeast expressing alpha-synuclein, growth rescue, BacTiter-Glo, 24 h; 0.14% of 370,000 active; AID 652106; Potency, µM (titrated, usually from 46.1 µM), without a hit: at the top dose growth rescue (activation), most hits filed as activators; also: potency is read from the fitted curve at half-maximal effect; % of control where 0% means no effect; nearly all actives have a fitted effect of over 65% in size
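Rescue of yeast growth: cells expressing toxic alpha-synuclein, induced in galactose at OD600 0.02, incubated with compound 24 h at 30 C. ATP luminescence quantified growth; inhibitors of toxicity appear as activators.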
Abeta yeast res – compounds reversing amyloid beta toxicity in yeast. yeast expressing A-beta42, growth rescue, OD600, 48 h; response scale: 0% DMSO, 100% iron-clioquinol control. Potency, µM (top dose mostly 46.1 µM), inactives show top-dose growth rescue, usual class: activators. 0.063% of 410,000 active. AID 1347071; also: potency is read from the fitted curve at half-maximal effect; nearly all actives have a fitted effect of over 55% in size
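Yeast A-beta toxicity model in growth medium with pinned compounds, 48 h at 30 C; growth read as absorbance at 600 nm. Normalized to FeCl3/clioquinol equimolar mix (positive) and DMSO (negative).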
pAkt inh – blocks phosphorylation of Akt; activity change, % for hits at 50 µM; 0.32% of 360,000 active; Neuro2A IGF-stimulated pAkt S473 HTRF, 20 min; active compounds read low; in the data active = activity change below about -80%; inconclusive = mostly about -51% to -80%; also: % is scaled to controls: 0 for no effect and ±100 for the full control effect
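Neuro2A cells in DMEM with 0.5% FBS, overnight at 37 deg C, given compound at single 50 µM final, then IGF (6 nM final) for 20 min at 37 deg C. Lysed; phospho-Akt Ser473 by HTRF after 24 h, 665/615 ratio.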
TDP-43 yeast inh – inhibitors of TDP-43 toxicity in yeast; TDP-43 expressing yeast growth rescue, BacTiter-Glo, 24 h; Potency, µM (top dose mostly 46.1 µM), for the others: at the top dose growth rescue (activation), hits mostly activators; 1.8% of 410,000 active; AID 652104; also: potency is read from the fitted curve at half-maximal effect; % of control where 0% means no effect; nearly all actives have a fitted effect of over 50% in size
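Cell-based yeast growth screen: TDP-43 expression induced in galactose, inoculum OD600=0.02 after raffinose pregrowth to mid-log. Read-out BacTiter-Glo luminescence at 24 hr, 30 deg C; inhibition of toxicity seen as signal increase.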
Mm-Cpn inhibitor – blocks the Methanococcus maripaludis chaperonin Mm-Cpn; purified Mm-Cpn ATPase, ADP Transcreener TR-FRET; Potency, µM (highest dose often 76.9 µM), without a hit: at the top dose activity, negative = inhibition, usual class: inhibitors; 0.031% of 330,000 active; AID 504842; also: potency is read from the fitted curve at half-maximal effect; % is scaled to controls: 0 for no effect and ±100 for the full control effect; nearly all actives have a fitted effect of over 80% in size
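ATP (10 uM final) was added to archaeal chaperonin (25 nM final) after 10 min exposure to test compound at 37°C; after 30 min further incubation, ADP was detected by competitive TR-FRET.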
* hit, by the source's call; i = inactive; ? = inconclusive; nt = no result given; & = joins results of further samples; [ ] = another dose, or the depositor's remark. Unless noted, calls follow the shape of the dose curve; as a rule, active = well fitted curve in the direction sought with a large enough effect; inconclusive = small, poorly fitted or top-dose-only effect, or another doubt; inactive = no such curve, though single readings can be large; an effect the other way counts as inactive or inconclusive.

SMILES	GLP1R inv ag	HEK293 tox	PTHR1 agonist	FUS suppressor	aSyn rescue	Abeta yeast res	pAkt inh	TDP-43 yeast inh	Mm-Cpn inhibitor
CCCOc1ccc(N2C(=O)CC(NCC#N)C2=O)cc1 (configuration not stated)	11%	-2%	-3%	9%	-11%	7%	i	-18%	1%
CC(=O)Nc1ccc(NC(=O)C(C)c2cccc(C(=O)c3ccccc3)c2)cc1 (configuration not stated)	-19%	3%	i	-5%	3%	4%	i	7%	2%
COc1ccc(C(=O)Nc2ccccc2C)cc1S(=O)(=O)N1CCOCC1	15%	-9%	i	10%	-2%	-5%	i	-6%	1%
COc1cc2c(cc1OC)C(c1ccc(Cl)cc1)=NCC2	30%	4%	0%	6%	-6%	0%	i	10%	0%
O=C1CSC(=S)N1c1cccc(O)c1	13%	-25%	-18%	-4%	?	-17%	i	-5%	0%
Cc1cc[n+](Cc2ccc([N+](=O)[O-])cc2)cc1	-1%	-1%	i	-18%	1%	-10%	i	8%	-5%
Cc1nc(NC(=O)C2CC2)sc1C(=O)Nc1ccccc1	12%	17%	i	4%	-5%	6%	i	-13%	-8%
Cc1cccc(C(=O)N[C@H](C(=O)Nc2ccc(S(=O)(=O)NC3=NCCCCC3)cc2)C(C)C)c1	31%	6%	i	-6%	2%	-11%	i	-3%	0%
CC1CCn2c(nc3cc(C(=O)NCCc4ccc(Cl)cc4)ccc32)C1 (configuration not stated)	7%	15%	-48%[inhibitor]	1%	nt	-11%	nt	-7%	nt
O=C(c1ccnc(Cl)c1)N1CCCC(N2CCN(c3ccccc3F)CC2)C1 (configuration not stated)	-18%	7%	i	-9%	-4%	1%	i	3%	0%
Cc1cccc(OCC(=O)N2CCOCC2)c1	16%	-13%	2%	26%	0%	2%	i	-13%	2%
Clc1ccc(Cn2ncc3c(N4CCOCC4)ncnc32)cc1	13%	-14%	-69%[inhibitor][57.5 µM]	-6%	1%	-5%	i	?	0%
Cc1noc(C)c1COc1cccc(C(=O)OC(C)C(=O)Nc2c(C)n(C)n(-c3ccccc3)c2=O)c1 (configuration not stated)	3%	-3%	-7%	-9%	2%	2%	i	8%	-3%
COc1ccc(/C=C2\SC(=O)N(CCNC(=O)C3CC(=O)N(c4ccccc4)C3)C2=O)cc1 (configuration not stated)	19%	2%	-19%[57.5 µM]	13%	7%	4%	i	-12%	1%
COCCCNC(=S)NCCNc1nc2cc(C)c(C)cc2cc1C#N	-3%	30%[activator]	-4%	13%	0%	-12%	i	-10%[0.397 µM]	3%
Cc1ccc(C(=O)N2CCN(S(=O)(=O)c3ccc(Br)cc3)CC2)o1	-13%	-6%	i	15%	1%	-7%	i	23%	1%
COCc1c(C(=O)OCC(=O)c2c(N)n(CC(C)C)c(=O)n(C)c2=O)oc2ccccc12	?	-36%	-22%	?	-7%	11%	-103%*	29%	0%
O=C(CCn1c(=O)c2cccn2c2ccccc21)Nc1ccc(F)cc1	?	-19%&-6%	i	24%&14%	2%	-14%&-2%	i	7%&13%	-15%
CC1(C)CN(c2ccc(CC#N)cc2)C1=O	7%	-1%	i	-15%	3%	-17%	i	16%	-2%
CCOc1ccc(NC(=O)N2CCC(CN3CCCCCC3)CC2)cc1	5%	0%	?	36%	nt	-14%	nt	-3%	nt
COc1ccc(CCNS(=O)(=O)c2ccc3c(c2)OCCO3)cc1OC	0%	-2%	-21%	-7%	0%	7%	i	?	1%
COc1cc(Cl)c(C)cc1NC(=O)CCc1c(C)nc2cc(-c3cccc(F)c3)nn2c1C	24%	3%	-96%[inhibitor]	-12%	nt	4%	nt	19%	nt
O=C(NCc1ccccn1)C1C2C=CC(C2)C1C(=O)Nc1ccc(F)cc1 (configuration not stated)	-2%	-2%	-12%	-16%	-1%	12%	i	11%	1%
COc1cc2c(cc1OC)C1=NC(=O)CN1C(SCc1ccccc1)=N2	15%	-3%	-5%	24%	0%	-24%	i	9%	1%
O=C(CN1C(=O)/C(=C2\SC(=S)N(C3CCS(=O)(=O)C3)C2=O)c2ccccc21)Nc1ccc(F)cc1 (configuration not stated)	-32%	?	i	-11%	-1%	-4%	i	1%	0%

Part of the list above, showing only Abeta yeast res, aSyn rescue and Mm-Cpn inhibitor.
structure	Abeta yeast res	aSyn rescue	Mm-Cpn inhibitor
Cc1noc(C)c1COc1cccc(C(=O)OC(C)C(=O)Nc2c(C)n(C)n(-c3ccccc3)c2=O)c1 (configuration not stated)	2%	2%	-3%
COc1ccc(CCNS(=O)(=O)c2ccc3c(c2)OCCO3)cc1OC	7%	0%	1%
Cc1cc[n+](Cc2ccc([N+](=O)[O-])cc2)cc1	-10%	1%	-5%
O=C(CN1C(=O)/C(=C2\SC(=S)N(C3CCS(=O)(=O)C3)C2=O)c2ccccc21)Nc1ccc(F)cc1 (configuration not stated)	-4%	-1%	0%

More entries:
SMILES	GLP1R inv ag	HEK293 tox	PTHR1 agonist	FUS suppressor	aSyn rescue	Abeta yeast res	pAkt inh	TDP-43 yeast inh	Mm-Cpn inhibitor
CC(C)c1ccc(-c2noc(SCC(=O)N3CCCCC3C)n2)cc1 (configuration not stated)	?	-2%	-36%[inhibitor]	42%	nt	-15%	nt	?	nt
COc1cccc(C2(c3cccc(OC)c3)CC2C(=O)Nc2ccc(F)cc2)c1 (configuration not stated)	?	-7%	i	-9%	14%	5%	i	7%	1%
O=C(O)c1ccc(/C=C2\SC(=S)N(NC(=O)c3ccc(Br)cc3)C2=O)cc1	11%	1%	-56%[inhibitor]	8%	-8%	-2%	i	-4%	-5%
Cn1c(CSc2ccccc2)c(C#N)c2ccccc21	0%	-2%	-7%[57.5 µM]	19%	1%	-27%	nt	0%	0%
CCCCn1c(/N=C/c2cc(OC)ccc2O)nc2ccccc21	5%	-9%	-8%[57.5 µM]	-17%	2%	12%	i	2%	?
Cc1ccc(CN2CCC2(C)C(=O)NC(C)C)cc1 (configuration not stated)	7%	2%	?	-18%	-4%	-20%	i	-11%	nt
CCOC(=O)/C=C/[C@H]1Cc2ccccc2CO1	18%	6%	-7%	-14%	3%	2%	i	2%	0%
CCOC(=O)N1CCN(c2c(-c3ccc(C)cc3)c(=O)c2=O)CC1	-2%	-1%	i	7%	-3%	9%	i	?	0%
Cc1ccc(NC(=O)Cc2ccc(-n3c(C)nc4cccnc43)cc2)cc1C	-20%	-3%	-58%[inhibitor]	17%	nt	-7%	nt	11%	nt
CC(NC(=O)OCc1ccccc1)C(=O)OCN1C(=O)c2ccccc2C1=O (configuration not stated)	-2%	51%[activator]	i	-2%	7%	16%	i	0%	-1%
Nc1nc(SCC(=O)Nc2c(Br)cc([N+](=O)[O-])cc2Br)n[nH]1	25%	0%	-4%	-22%	-2%	7%	i	7%	3%
COC(=O)[C@]12CCCCC=C1N(Cc1cccc3ccccc13)C(=O)[C@H](CC(=O)NCCc1ccccc1OC)C2	?	-6%	-4%	?	17%	7%	i	?	nt
Cc1cccc(N2C(=O)CCC2=O)n1	4%	9%	-16%	-5%	-6%	-5%	i	-1%	0%
CC(C)(C)S(=O)N1Cc2cc(C(=O)N3CCc4ccccc4C3)nc(-c3cccc(-c4ccncc4)c3)c2[C@H]1CCO (some centres not stated)	7%	-7%	-16%	43%	7%	-5%	i	20%	nt
Cc1ccc2c(CNCCc3ccccc3)c(C(=O)O)n(Cc3ccccc3C)c2c1	-7%	0%	-14%	-3%	nt	-8%	nt	17%	nt
O=C1OC[C@H](Cc2ccc3c(c2)OCO3)/C1=C\c1ccc2c(c1)OCO2	?	-28%	-83%[inhibitor]	?	10%	-22%	i	?	1%
CN(C)NC(=O)c1ccsc1NC(=O)c1ccc(S(=O)(=O)N(C)C)cc1	29%	-4%	i	-16%	-6%	-3%	i	6%	0%
COc1ccccc1C/C(N)=N/OC(=O)c1cccs1	5%	?	i	-1%	-48%[inhibitor]	-22%	i	?	0%
CC[C@H](NC(=O)CC[C@H]1O[C@@H](n2cnc3c(NC(=O)c4ccccc4)ncnc32)[C@H](O)[C@@H]1O)c1ccccc1	2%	0%	-21%	-4%	0%	-8%	i	7%	nt
O=C(CCS(=O)(=O)c1ccccc1)OCc1ccc([N+](=O)[O-])cc1	-18%	-5%	-6%	-5%	-5%	-1%	i	?	-8%
CCCSc1ccc(-c2nn(-c3ccccc3)cc2/C=C(/C#N)C(=O)NCCCOC)cc1	5%	-1%	i	nt	-2%	-6%	i	-7%	1%
O=C(CN1CCN(Cc2ccc(F)cc2Cl)C1=O)NCCc1ccccc1	?	2%	-30%[inhibitor]	24%	9%	19%	i	0%	1%
Cc1ccc(Cn2c(C(=O)O)c(CNC3CCCC3)c3ccc(C)cc32)cc1	-9%	-5%	i	20%	nt	-10%	nt	17%	nt
Clc1nc(NCc2cccnc2)nc(N2CCOCC2)n1	23%	-4%	-2%[57.5 µM]	-7%	-7%	12%	i	-6%	-1%
Cn1c(=O)n(C)c2cc([N+](=O)[O-])c(N3CCN(S(C)(=O)=O)CC3)cc21	0%	60%[activator]	1%	nt	0%	-2%	i	-17%	-10%
O=C(CSc1nnc2scc(-c3ccccc3)n12)Nc1ccc2c(c1)OCCO2	73%[activator]	-2%	i	-9%	1%	1%	i	-16%	0%
C=CCn1c(SCn2nnc3ccccc3c2=O)nnc1C1CCCCC1	?	-14%	i	6%	1%	-2%	i	30%	0%
CC(NC(=O)CNC(=O)c1sc2ccccc2c1Cl)c1ccc(S(N)(=O)=O)cc1 (configuration not stated)	2%	0%	-25%	20%	1%	-11%	i	14%	-7%

This is a subset; count on the stated rates, not on these rows.
